Screening results from PubChem.
HCV core dimer – HCV core protein dimerization inhibition; actives 0.33% (n = 300,000); inhibition, % at 5 µM; TR-FRET GST/Flag-core106 dimerization, 1536-well; AID 1899;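 active means inhibition above the mean of all tested compounds plus 3 SD, set per screening campaign, cut at about 45% in these data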
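System – GST-tagged and Flag-tagged HCV core protein residues 1-106 · Repeats – one well for each compound · Technique – TR-FRET 671 and 617 nm emission · Doses – one concentration, 5 µM, in 0.5% DMSO · Times – 4 h, 22.5 °C incubation · Also added – Eu donor and XL665 acceptor anti-tag antibodies · Measure – percent inhibition of core106 dimerization signal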
CTSL1 counter – blocks F. hepatica cathepsin L1 in PFM18AAP counter-screen. recombinant F. hepatica cathepsin L1, Z-Leu-Arg-MCA fluorescence. inhibition, % at 5.96 µM. actives 0.49% (n = 300,000). AID 1906;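 active means inhibition above the mean of all tested compounds plus 3 SD, set per screening campaign, cut at about 17% in these data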;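 further: 0% = plate median of test compound wells and 100% = 1 µM Z-Phe-Ala-diazomethylketone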
PP5 primary – PP5 (human) phosphatase inhibition. P53041. inhibition, % at 6.7 µM. purified PP5c, OMFP substrate fluorescence. AID 1987. actives 0.18% (n = 320,000);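 active means inhibition above the campaign's mean inhibition across all tested compounds plus 3 SD, cut at about 9.5% in these data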;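 further: 0% = DMSO only and 100% = 100 µM cantharidin control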
PREPL inh – inhibits the human prolyl oligopeptidase-like enzyme; actives 0.68% (n = 320,000); inhibition, % at 5.96 µM; recombinant PREPL, fluorescence polarization activity-based probe; Q4J6C6; in the data active means inhibition above about 43%;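 further: 0% = enzyme with DMSO and 100% = wells lacking enzyme; many of its hits are not listed in these tables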
TPT1 inhibitor – inhibitors of Candida albicans tRNA 2'-phosphotransferase TPT1; AID 1962; inhibition, % at 5 µM; actives 0.81% (n = 300,000); recombinant caTPT1, FP RNA substrate dephosphorylation;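 active means inhibition above the mean of all tested compounds plus 3 SD, set per screening campaign, cut at about 24% in these data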;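 further: plate controls were DMSO alone for no effect and ferristatin control at 100 nM for full effect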
PP1 inh – blocks human PP1-alpha phosphatase, a PP5 counter-screen. purified PP1alpha, OMFP fluorescence. P62136. AID 2235. actives 0.9% (n = 320,000). inhibition, % at 6.7 µM;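 active means inhibition above the mean inhibition of all tested compounds plus 3 SD, computed separately for each screening campaign, cut at about 15% in these data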
Target sequence (P62136 whole entry, looked up): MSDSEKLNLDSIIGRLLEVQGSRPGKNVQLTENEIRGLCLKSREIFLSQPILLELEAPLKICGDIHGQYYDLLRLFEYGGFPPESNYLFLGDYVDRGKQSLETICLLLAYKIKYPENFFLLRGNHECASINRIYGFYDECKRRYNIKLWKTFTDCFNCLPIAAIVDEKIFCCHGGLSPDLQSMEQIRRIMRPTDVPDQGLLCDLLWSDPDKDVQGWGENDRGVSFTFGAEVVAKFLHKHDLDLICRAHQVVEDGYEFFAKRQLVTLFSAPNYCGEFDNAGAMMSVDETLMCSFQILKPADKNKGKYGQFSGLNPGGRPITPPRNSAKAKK
JMJD2C inh – blocks human GASC-1 demethylase activity; Q9H3R0; GST-JMJD2C(1-420) H3K9me3 demethylation, DELFIA europium; inhibition, % at 2.35 µM; actives 0.069% (n = 330,000); AID 2099;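 active means more than half of a compound's replicate wells show inhibition beyond 50%, single wells judged on their own value; inconclusive means some, but no more than half, of replicates pass 50% inhibition; inactive means no replicate passes 50% inhibition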;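 further: signal counts dimethyl H3K9 product captured on neutravidin plate; 0% = median of DMSO wells and 100% = 0.3 times that DMSO median; strong numbers were not always called active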
Target sequence (Q9H3R0 1-420 limits assumed): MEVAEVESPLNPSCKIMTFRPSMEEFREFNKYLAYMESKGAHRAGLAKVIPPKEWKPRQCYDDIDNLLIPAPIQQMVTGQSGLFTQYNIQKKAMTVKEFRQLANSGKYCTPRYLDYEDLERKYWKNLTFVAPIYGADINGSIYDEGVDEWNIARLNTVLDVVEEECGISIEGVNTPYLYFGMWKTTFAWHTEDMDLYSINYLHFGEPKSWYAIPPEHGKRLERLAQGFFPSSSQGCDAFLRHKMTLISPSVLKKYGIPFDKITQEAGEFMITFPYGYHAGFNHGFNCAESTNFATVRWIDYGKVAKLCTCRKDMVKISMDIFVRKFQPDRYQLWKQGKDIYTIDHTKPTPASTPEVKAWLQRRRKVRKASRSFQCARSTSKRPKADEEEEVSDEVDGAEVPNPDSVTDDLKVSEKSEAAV
LYPLA2 counter – LYPLA2 (human) inhibition in PME1 counter-screen. O95372. recombinant LYPLA2, FP-Rh probe fluorescence polarization. inhibition, % at 5.9 µM. actives 0.38% (n = 320,000). AID 2177;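 active means inhibition above the screen-wide mean plus 3 SD, limit set per campaign, cut at about 26% in these data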;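 further: 0% = LYPLA2 with DMSO and 100% = wells lacking LYPLA2 enzyme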
Target sequence (O95372 whole entry, looked up): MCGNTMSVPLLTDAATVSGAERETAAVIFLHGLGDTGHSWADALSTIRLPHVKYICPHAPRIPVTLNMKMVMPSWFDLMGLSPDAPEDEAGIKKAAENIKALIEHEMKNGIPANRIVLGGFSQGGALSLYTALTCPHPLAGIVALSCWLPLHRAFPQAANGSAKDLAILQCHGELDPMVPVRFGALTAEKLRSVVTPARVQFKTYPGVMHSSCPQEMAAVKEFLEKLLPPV
Efflux pump inh – antifungal efflux pump inhibition, Nile Red retention; S. cerevisiae Candida pump triplex; inhibition, % at 10 µM; actives 0.44% (n = 330,000); AID 485275;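 active means plate passing quality check with inhibition over a set limit, or well fluorescence over plate mean plus 4 SD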;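 further: Nile Red retained in pooled yeast measured as flow cytometry median fluorescence; 0% = buffer negative control and 100% = Enniatin B positive control; higher means more Nile Red kept so more efflux inhibition; some compounds called inactive have numbers as strong as hits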
* marks the source's active call; other numbers are inactive results; ? = inconclusive; nt = no result given. This is a subset; rates above refer to the full screens.

Values in the order: TPT1 inhibitor	CTSL1 counter	Efflux pump inh	HCV core dimer	PP5 primary	PP1 inh	LYPLA2 counter	PREPL inh	JMJD2C inh
1: O=C(NCC(=O)N1CCCCC1)c1ccc(Cl)cc1Cl
→ -0.4	0.2	0.0	0.3	-2.1	-3.3	-0.5	6.1	-8.8
2: Cc1ccc(-c2csc(NC(=O)c3cnccn3)n2)cc1C
→ -4.5	-1.4	-0.3	8.2	1.2	2.7	5.5	-7.1	8.8
3: Cc1ccc(S(=O)(=O)CCN2C=CC(C(F)(F)F)=NCC2)cc1
→ 0.1	1.1	0.0	1.1	-0.4	-2.9	-2.3	6.6	-5.1
4: CCSCc1nnc(SCC(=O)c2ccc(OC)cc2)n1C
→ -1.2	2.5	-0.1	-4.8	-0.7	0.1	4.8	5.0	0.0
5: Cc1cc(C)cc(NC(=O)Cn2c(=O)oc3cc(S(=O)(=O)N4CC(C)CC(C)C4)ccc32)c1 (configuration not stated)
→ 2.0	-3.3	0.3	21.7	6.2	5.2	-48.6	0.7	16.5
6: COc1cc(S(=O)(=O)N(CCc2ccccc2)Cc2cccs2)ccc1-n1cnnn1
→ 2.2	4.7	0.2	1.6	2.8	2.9	-1.7	3.6	-3.0
7: Cc1cc(=O)[nH]c(SCC(=O)N2CCN(C(c3ccccc3)c3ccccc3)CC2)n1
→ -3.6	3.5	-0.2	1.9	2.7	-1.1	-1.6	5.4	4.0
8: C=COCCNC(=O)C(=O)NCC(C)C
→ -6.0	-1.9	0.0	-1.9	1.8	2.5	6.5	19.9	-0.6
9: O=C(c1csc2ccccc12)n1cccn1
→ -0.6	-0.7	-0.1	5.0	-0.4	-0.7	3.9	9.7	-6.4
10: Cc1ccc(NC(=O)CN2C(=O)COc3ccc(S(=O)(=O)N4CCOCC4)cc32)cc1F
→ -2.8	-4.6	-0.1	-2.0	2.6	-0.8	5.8	2.0	-5.0
11: COc1ccc([C@@H]2[C@@H](C(=O)C(C)(C)C)N3N=Cc4ccccc4[C@@H]3C23C(=O)OC(C)(C)OC3=O)cc1OC
→ 0.8	-0.8	0.0	-0.4	1.7	-3.6	7.5	10.7	5.5
12: CCCCNC(=O)CCn1nc(-c2ccc(Cl)cc2)ccc1=O
→ -1.9	-0.9	0.1	-10.0	-1.2	0.4	1.5	3.4	-11.5
13: COc1ccsc1C(=O)N1CCN(Cc2ccc3c(c2)OCO3)CC1
→ 0.6	1.1	-0.1	3.2	-0.4	-4.0	3.1	5.3	-3.4
14: CC(=O)c1sc(NC(=O)c2ccc(COc3ccccc3Cl)o2)nc1C
→ -0.5	-4.3	-0.3	2.6	0.8	-0.9	6.7	-10.6	1.4
15: OCC[C@@H]1C[C@@H](O)[C@H](O)[C@@]2(Cc3ccccc3CO2)O1
→ -0.6	-1.6	0.0	-4.8	0.0	-3.3	2.9	-7.5	-3.9

Next section.
Values in the order: TPT1 inhibitor	CTSL1 counter	Efflux pump inh	HCV core dimer	PP5 primary	PP1 inh	LYPLA2 counter	PREPL inh	JMJD2C inh
16: Cc1cc(C)cc(OCc2ccc(C(=O)NN)o2)c1
→ -3.1	-0.1	0.3	-2.6	5.8	0.2	-16.9	-3.8	16.9
17: CSc1nc(-c2ccccc2)nc(NC(=O)C(C)C)c1C(C)=O
→ 1.6	1.7	0.1	-4.3	-1.9	-5.0	1.6	2.8	nt
18: CNC(=S)N(CCCN(C)C)Cc1cc2cc3c(cc2[nH]c1=O)OCCO3
→ 1.7	-0.6	0.0	-7.6	-0.6	-0.5	0.1	-1.2	0.2
19: O=[n+]1c2c(n([O-])c3c1CCC3)CCCC2
→ -0.9	-0.4	0.0	-5.8	-0.3	5.4	5.2	-1.1	4.7
20: CCCCn1c(N)c(N(CCOC)C(=O)CSCc2cccc(C)c2)c(=O)[nH]c1=O
→ -1.2	6.7	0.0	-3.1	0.3	-0.8	2.1	0.0	0.0
21: CC(=O)c1nnn(-c2cccc(C#N)c2)c1C
→ -4.8	-2.9	-0.1	-2.9	3.5	0.9	-0.6	10.8	4.0
22: O=C(NC1=NCCS1)c1cccc(OC(F)F)c1
→ 1.4	-2.2	0.0	-2.5	1.1	-0.7	5.7	-2.0	-13.1
23: Cc1ccc(NC(=O)C(C)OC(=O)/C=C/c2ccccc2)cc1 (configuration not stated)
→ -1.1	-7.8	0.1	3.0	2.6	-1.8	5.7	-3.5	2.9
24: CCCCOc1ccc(C(=O)Nc2ccc3c(c2)C(=O)NC3=O)cc1
→ -5.0	0.3	0.2	-56.4	-0.6	-0.9	-0.7	15.0	13.9
25: O=C(NCc1ccc(Cl)cc1Cl)Nc1ccccc1
→ -1.7	2.5	0.0	0.5	0.4	-1.0	6.1	1.2	6.6
26: O=C(CSc1n[nH]c(-c2ccccc2)n1)Nc1ccc(Br)cn1
→ 1.0	-0.7	-0.1	0.6	0.5	4.1	-2.7	-27.4	-1.6
27: COc1ccc(N2CCN(C(=S)Nc3ccc(C)cc3C)CC2)cc1
→ -1.7	-3.4	0.2	-4.8	2.9	-3.2	-1.2	5.0	-3.4
28: CCCOc1ccc(-c2nnc(-c3ccncc3)o2)cc1
→ -0.1	1.8	-0.1	-0.6	-0.8	-1.0	12.0	-1.4	-6.1
29: COC(=O)[C@H](Cc1ccccc1)NC(=O)c1cc(COc2c(F)cccc2F)on1
→ -4.0	-6.0	0.1	13.0	3.6	-1.9	10.8	0.5	-12.9
30: CCO/C(C)=N/n1c2nc3ccccc3nc2c2c(=O)n(CC(C)C)c(C)nc21
→ 3.2	-1.9	0.0	0.4	0.4	-2.9	3.5	12.3	-4.9

Following part:
Values in the order: TPT1 inhibitor	CTSL1 counter	Efflux pump inh	HCV core dimer	PP5 primary	PP1 inh	LYPLA2 counter	PREPL inh	JMJD2C inh
31: O=C(Nc1ccc2c(c1)OCCO2)C1CCN(S(=O)(=O)c2ccc3c(c2)OCCO3)CC1
→ -0.2	-2.7	-0.2	-2.4	-0.5	-6.2	-4.2	-1.5	31.3
32: O=C(COC(=O)c1ccccc1O)NCC1COc2ccccc2O1 (configuration not stated)
→ nt	nt	-0.1	nt	-1.4	-8.0	3.3	-9.9	9.0
33: O=S1(=O)NC(=NCc2ccccc2)c2ccccc21
→ -2.3	2.5	0.0	-2.2	-2.4	-2.6	6.8	27.0	-175.6
34: O=C(O)C1CC(=O)N(c2ccc(F)c(F)c2)C1 (configuration not stated)
→ -1.7	2.3	0.0	-1.5	-1.6	2.4	0.1	-5.5	7.6
35: COc1ccc(CC(=O)NNS(=O)(=O)c2ccc([N+](=O)[O-])cc2)cc1OC
→ -4.3	-1.9	0.1	-5.9	-0.6	0.1	-1.2	2.5	2.7
36: O=C(/C(=C/O)N=Nc1cccc(C(F)(F)F)c1)c1ccccc1
→ 2.7	-1.5	0.1	16.9	-2.5	0.8	1.4	2.0	-5.8
37: O=C(O)c1cccc(NCc2cccnc2)c1
→ -1.9	-6.8	0.1	0.4	-0.2	-2.0	-1.0	0.6	12.3
38: O=C(N/N=C/c1ccc([N+](=O)[O-])o1)c1cn2ccc3ccccc3c2n1
→ 2.4	-2.2	0.6	-2.7	1.0	3.5	-1.3	13.9	0.5
39: Cc1cc(C)n(CCNc2nc3nonc3nc2N2CCCCC2)n1
→ 1.4	0.9	0.0	-2.8	2.1	-1.0	-7.0	-7.3	-2.0
40: CCOC(=O)c1c(NC(=O)C2CC2)sc(C)c1CC
→ 3.5	-2.1	0.2	-4.4	5.2	2.3	0.4	2.0	-15.5
41: C/C(=N\NC(=O)c1c[nH]c2ccccc12)c1ccc2c(c1)OCO2
→ -1.1	-0.5	0.0	-11.9	3.2	-1.2	-0.6	8.6	-5.5
42: COc1cc(/C=C/C(=O)c2ccc(C)c([N+](=O)[O-])c2)cc(OC)c1O
→ -2.0	0.6	-0.2	0.9	1.7	1.3	2.3	5.1	6.1
43: Cc1[nH]n(-c2ccccc2)c(=O)c1/C=C1\C=NN=C1c1ccccc1
→ -1.4	-1.7	0.0	-0.5	-0.5	1.8	1.7	3.1	1.9
44: Cc1c(C)c(C)c(CN2CCSCC2)c(C)c1C
→ -1.3	-2.3	-0.1	-3.3	-0.3	-2.0	5.2	4.4	9.7
45: Cc1ccc(-c2nn3c(C)nnc3s2)cc1NC(=O)CSc1ccc(Cl)cc1
→ -5.1	-0.2	0.0	9.3	2.8	-0.4	4.1	-3.3	2.3

(cont.)
Values in the order: TPT1 inhibitor	CTSL1 counter	Efflux pump inh	HCV core dimer	PP5 primary	PP1 inh	LYPLA2 counter	PREPL inh	JMJD2C inh
46: Cc1ccc(OCCn2c(=O)n(C)c3ccccc32)cc1
→ 4.6	2.1	0.3	2.6	1.8	1.1	-2.2	-10.0	-2.6
47: COc1ccc(N(CCCN2C(=O)c3cccc4cccc(c34)C2=O)C(=O)c2cccs2)cc1
→ 0.4	3.6	-0.1	19.1	6.6	8.0	-11.6	-16.0	7.2
48: Cc1cc(C(=O)NNC(=O)c2cccc(C(F)(F)F)c2)no1
→ 0.2	0.0	0.1	-2.9	3.0	-1.9	-3.8	0.7	-2.0
49: O=C(Cc1ccc(Cl)cc1)NNC(=O)c1ccco1
→ 1.9	5.0	-0.1	-3.5	0.1	-3.2	-0.8	-1.8	-16.9
50: CCCc1c(C(=O)N/N=C(\C)CCc2ccc(OC)cc2)nnn1-c1nonc1N
→ 2.4	-0.7	-0.1	-4.2	2.6	-0.3	0.1	2.2	26.9
51: COc1ccc(NS(=O)(=O)c2ccc(N3CC(O)=C(c4ccccc4)C3=N)cc2)cc1
→ -3.8	-0.1	-0.2	0.2	1.3	-0.9	7.8	12.6	-0.3
52: O=c1c(C=NCCCn2ccnc2)c(-c2ccccc2)[nH]n1-c1nc2ccccc2s1
→ 2.8	-1.4	0.1	-4.6	4.6	29.1*	2.9	-1.0	?
53: CCCn1c(=O)c(C(=O)NC(C)c2ccccc2)c(O)c2ccccc21 (configuration not stated)
→ 1.1	3.9	0.0	7.0	-0.5	-0.2	-1.5	-4.3	2.8
54: CC1=NNC(=O)C1CCC(=O)N/N=C(\C)c1ccc(Cl)cc1 (configuration not stated)
→ -2.1	0.1	-0.2	-4.8	-0.4	-0.8	13.5	27.3	-7.2
55: CCCOC(=O)c1ccc(NC(=O)c2nc3nc(C)cc(C)n3n2)cc1
→ 1.1	-0.1	-0.1	3.9	-1.2	-1.6	-4.9	-7.8	-0.6
56: CC(C)(C)OC(=O)[C@H](Cc1ccccc1)NC(=O)c1nc[nH]c1C(=O)NCc1ccccc1
→ 0.3	1.6	0.0	-0.3	6.5	4.4	-15.4	-1.4	1.4
